# TNAP inh no acc: blocks human TNAP activity with no phosphate acceptor present. purified TNAP, CDP-star luminescence, 30 min. 200,000 tested, 0.26% active. P05186. inhibition, % at 20 µM;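 active means tissue-nonspecific alkaline phosphatase inhibition above about 50% at 20 µM in the single-dose screen, limit read from the data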;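 further: 0% = DMSO negative control and 100% = EDTA positive control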
# bIAP inh: blocks bovine intestinal alkaline phosphatase activity | purified bovine IAP, CDP-star luminescence, 30 min | inhibition, % at 20 µM | AID 1019 | 190,000 tested, under 10 active;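 active means over 50% inhibition of intestinal alkaline phosphatase at 20 µM in the single-dose screen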
#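 Assay system: bovine IAP enzyme; medium: DEA buffer 100 mM, pH 9.8, with MgCl2 1.0 mM, ZnCl2 0.02 mM; doses: 20 µM single dose; incubation: enzyme reaction for 30 min at room temperature; detection: CDP-star luminescence signal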
# PPARg SRC2 recr: PPARgamma-driven SRC-2 recruitment agonism; PPARgamma LBD-SRC-2 recruitment, biochemical; 200,000 tested, 0.34% active; P37231; activation, % at 8 µM; in the data active means activation above about 22%;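 further: 0% = vehicle and 100% = reference agonist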
# Target sequence (P37231 whole entry, looked up, the tested form may be a part): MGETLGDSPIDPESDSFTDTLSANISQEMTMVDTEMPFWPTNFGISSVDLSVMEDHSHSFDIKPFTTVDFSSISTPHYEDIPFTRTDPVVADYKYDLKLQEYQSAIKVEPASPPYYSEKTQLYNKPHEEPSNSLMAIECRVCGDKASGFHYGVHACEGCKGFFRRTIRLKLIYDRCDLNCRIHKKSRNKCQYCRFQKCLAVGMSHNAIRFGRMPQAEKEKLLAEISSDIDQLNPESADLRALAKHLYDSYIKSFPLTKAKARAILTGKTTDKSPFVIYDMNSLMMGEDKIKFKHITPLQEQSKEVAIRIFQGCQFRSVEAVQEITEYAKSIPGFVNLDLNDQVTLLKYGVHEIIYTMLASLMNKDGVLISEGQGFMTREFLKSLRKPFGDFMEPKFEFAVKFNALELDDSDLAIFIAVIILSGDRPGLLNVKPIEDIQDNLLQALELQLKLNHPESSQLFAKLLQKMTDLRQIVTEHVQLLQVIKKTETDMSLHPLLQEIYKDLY
# TR-FRET SRC-2 ct: counter-screen for PPARgamma SRC-2 recruitment agonists: TR-FRET artefact; stronger effect = higher value; 200,000 tested, 0.4% active; TR-FRET ratio at 8 µM; in the data active means TR-FRET ratio above about 2000; further: inactives centre near 1500
# bIAP activator: intestinal alkaline phosphatase (bovine) activation; purified bovine IAP, CDP-star luminescence, 30 min; stronger effect = higher value; fold of DMSO-control signal, blank-subtracted; activation factor at 20 µM; 200,000 tested, 0.17% active; AID 1016;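 active means activation factor of 2 or more at 20 µM, a signal rise over negative controls twice the positive control's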
# PPARg SRC-3 ag: PPARgamma-driven SRC-3 recruitment agonism; activation, % at 8 µM; biochemical PPARgamma/SRC-3 coactivator recruitment assay; P37231; AID 731; 200,000 tested, 0.26% active; in the data active means activation above about 23%;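 further: 0% = DMSO and 100% = reference agonist; some compounds past the cut are filed as inactive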
# TNAP inh hi DEA: TNAP (human) inhibition, high acceptor; 200,000 tested, 0.03% active; P05186; purified TNAP, CDP-star luminescence, 1 M DEA; inhibition, % at 20 µM;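 active means over 50% inhibition of tissue-nonspecific alkaline phosphatase at 20 µM in the single-dose screen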;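 further: plate controls were DMSO wells for no effect and EDTA-quenched wells as full inhibition for full effect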
# PPARg SRC1 recr: promotes SRC-1 coactivator recruitment by human PPARgamma; P37231; PPARgamma-SRC-1 coactivator recruitment biochemical assay; activation, % at 8 µM; 200,000 tested, 0.41% active; in the data active means activation above about 19%;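 further: 0% = DMSO and 100% = reference agonist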
# HMGR II inh: E. faecalis class II HMG-CoA reductase inhibition; purified E. faecalis HMGR, NADPH absorbance 340 nm kinetic; inhibition, % at 10 µM; 190,000 tested, 0.41% active;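 active means inhibition above a set limit, the median over all tested compounds plus 3 SD, cut at about 9.5% in these data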;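 further: enzyme runs in reverse so mevalonate oxidation gives rising NADPH absorbance; 0% = complete reaction with DMSO and 100% = background rate lacking mevalonate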
# TNAP act hi DEA: TNAP (human) activation, high acceptor; 200,000 tested, under 10 active; activation factor at 20 µM; AID 1136; purified TNAP, CDP-star luminescence, 1 M DEA, 30 min; stronger effect = higher value; 0 = EDTA background, 1 = DMSO-only activity;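 active means activation factor at least 2 at 20 µM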
#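 Dosing: 20 µM single point. System: human TNAP. Amount: TNAP 1/800 final. Incubation: 30 min, room temperature. Read-out: TNAP activation factor scaled between EDTA and DMSO control wells. Signal: luminescence from CDP-star hydrolysis. Medium: 1 M DEA, pH 9.8, Mg2+, Zn2+. Control set: EDTA negative control, DMSO positive control.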
# * = called active by the depositor.
SMILES,TNAP inh no acc,bIAP inh,PPARg SRC2 recr,TR-FRET SRC-2 ct,bIAP activator,PPARg SRC-3 ag,TNAP inh hi DEA,PPARg SRC1 recr,HMGR II inh,TNAP act hi DEA
CCCC(=O)Nc1ccccc1NC(=O)c1ccc(OC)cc1,-6,4,-4,1448,1,-4,-1,-5,-3,1
O=C(N/N=C/c1cc(Br)cc(Br)c1O)c1cccc(N2CCCC2=O)c1,-21,-5,9,1585,1,3,-2,5,14*,1
OCCC1CN(Cc2cnc(-c3ccccc3)s2)CCN1C1CCCCC1 (centres undefined),-3,7,-4,1525,0.9,-1,-2,-6,-2,1
Cc1ccc(C(=O)N/C(=C\c2ccc(-c3cccc([N+](=O)[O-])c3)o2)C(=O)NC(C)(C)C)cc1,6,18,-3,1411,0.8,-2,6,3,0,0.9
COC(=O)c1cc(-c2c(C)oc3cc(OC(C)C)ccc3c2=O)c(C)o1,-3,-5,-3,1481,1.1,-2,4,-11,-5,1
CCOc1ccccc1NS(=O)(=O)c1cn(C)nc1C,-11,-5,-1,1523,1,-1,-6,5,1,1.1
Cc1ccc(NC(=O)C2C3C=CC4(CN(Cc5cccnc5)C(=O)C24)O3)cc1F (centres undefined),-4,5,3,1589,1,4,3,-3,-2,1
CCOc1ccccc1OCCCCN1CCCC1,-11,0,0,1598,1,-1,-6,0,-2,1.1
O=C1C(=O)N(CC(=O)N2CCCC2)c2ccccc21,-6,5,7,1657,1,5,0,5,-10,1
Cc1ccc(-c2sc(C)nc2CC(=O)O)cc1,4,2,5,1547,1,2,-2,9,-2,1
COc1cccc(/C=C/C(=O)c2ccc(C)c([N+](=O)[O-])c2)c1,-1,-15,-4,1648,1.1,8,0,-1,-4,1
CC(OC(=O)c1cccnc1SCc1cc(=O)n2ccccc2n1)c1ccccn1 (centres undefined),-6,11,1,1468,0.9,0,2,6,2,1
CCOC(=O)c1cc2sccc2n1CC(=O)N1CCc2ccccc21,-6,8,0,1391,0.9,3,-1,7,-1,1
CC(=O)Nc1ccc(N2CCC(C)CC2)c([N+](=O)[O-])c1,3,4,-6,1541,1,3,3,2,-3,1
Cc1c(NC(=S)Nc2ccccc2C(F)(F)F)cccc1[N+](=O)[O-],2,-37,4,1515,1.4,-9,-5,4,0,1
CCCN1CN(CCc2ccccc2)CNC1=S,6,1,-2,1497,1,-4,1,-2,0,1
Cc1onc(-c2ccccc2Cl)c1C(=O)N1CCN(C/C=C/c2ccccc2)CC1,-8,-9,0,1541,1.1,-4,-4,-7,3,1
CCNC(=S)NNC(=O)CSc1nc2ccccc2[nH]1,-150,-29,-1,1305,1.3,-2,-5,11,2,1.1
O=c1cc(NS(=O)(=O)c2ccccc2)nc(SCc2ccccc2Cl)[nH]1,-4,29,7,1581,0.7,7,-2,-7,-1,1
O=C(COc1ccccc1)Nc1nc(-c2cccs2)cs1,-14,2,-13,1463,1,-10,-6,-2,-2,1.1
COc1cc(/C=N/Nc2cccc(C)c2)ccc1OC(=O)c1cccs1,3,2,0,1357,1,-5,0,-2,-5,1
O=C1CCCC/C1=C/Nc1ccc2c(c1)OCO2,-4,-3,1,1522,1,8,-9,12,3,1.1
CC(=O)N(CN1C(=O)c2ccccc2C1=O)c1ccc2c(c1)oc1ccccc12,-14,6,1,1561,0.9,2,-2,4,-3,1
CCN(Cc1ccccc1)c1ccc(/C=N/NC(=O)c2cccc(S(=O)(=O)N3CCOCC3)c2)cc1,-8,1,0,1694,1,5,-9,11,-3,1.1
CCOC(=O)Cn1cnc2sc(C(=O)OC)c(C)c2c1=O,-14,9,-1,1469,0.9,2,-6,-4,-2,1.1
CC(C)c1ccc2c(c1)c(SC(C)(C)C)c(CC(C)(C)C(=O)O)n2Cc1ccc(Cl)cc1,-10,7,4,1393,0.9,-2,-7,-9,0,1.1
CC(=O)n1c(C=Nc2ccccc2)c(O)c2ccccc21,0,9,18,1827,0.9,8,19,23*,0,0.8
COc1cccc(NC(=O)CSc2nc(C)cs2)c1,-6,21,6,1612,0.8,8,-3,4,3,1
COCCn1c(SCC(=O)Nc2nnc(C)s2)nnc1-c1ccoc1C,-4,-4,5,1644,1,2,-2,5,0,1
CN(CC(=O)OCC(=O)NCc1ccccc1)S(=O)(=O)c1ccc(Cl)cc1,-14,3,-6,1393,1,1,3,4,1,1
CCN(CC)C(=O)CC1(c2ccccc2OC)CCOC(C(C)C)C1 (centres undefined),-15,-2,7,1716,1,7,-1,0,1,1
CCSC1=N/C(=C\c2ccc3c(c2)OCO3)C(=O)S1,2,-4,1,1397,1,-14,-1,2,3,1
COc1ccc2nc(C)cc(SCC(=O)Nc3c(C)cccc3C)c2c1,-340,10,26*,1994*,0.9,10,-16,-3,-8,1.2
O=C(c1ccc2c(=O)n(CC3CCCO3)c(=S)[nH]c2c1)N1CCN(c2ccccc2)CC1 (centres undefined),-9,-4,6,1475,1,-3,-4,4,-3,1
COc1ccc(C2c3[nH]c4ccccc4c3CCN2CCCn2cccn2)c(C)c1C (centres undefined),-8,-19,-1,1627,1.2,0,-5,5,-7,1
Fc1ccc(-c2cc(C(F)(F)F)nc(NCC3CCCO3)n2)cc1 (centres undefined),-2,0,2,1639,1,4,4,5,-5,1

# Quoted from above, 5 compounds:
SMILES,TNAP inh no acc,bIAP inh,PPARg SRC2 recr,TR-FRET SRC-2 ct,bIAP activator,PPARg SRC-3 ag,TNAP inh hi DEA,PPARg SRC1 recr,HMGR II inh,TNAP act hi DEA
COc1cccc(NC(=O)CSc2nc(C)cs2)c1,-6,21,6,1612,0.8,8,-3,4,3,1
COCCn1c(SCC(=O)Nc2nnc(C)s2)nnc1-c1ccoc1C,-4,-4,5,1644,1,2,-2,5,0,1
CN(CC(=O)OCC(=O)NCc1ccccc1)S(=O)(=O)c1ccc(Cl)cc1,-14,3,-6,1393,1,1,3,4,1,1
CCN(CC)C(=O)CC1(c2ccccc2OC)CCOC(C(C)C)C1 (centres undefined),-15,-2,7,1716,1,7,-1,0,1,1
CCSC1=N/C(=C\c2ccc3c(c2)OCO3)C(=O)S1,2,-4,1,1397,1,-14,-1,2,3,1

# Among those listed so far, seven contain an aryl methoxy group:
SMILES,TNAP inh no acc,bIAP inh,PPARg SRC2 recr,TR-FRET SRC-2 ct,bIAP activator,PPARg SRC-3 ag,TNAP inh hi DEA,PPARg SRC1 recr,HMGR II inh,TNAP act hi DEA
CCCC(=O)Nc1ccccc1NC(=O)c1ccc(OC)cc1,-6,4,-4,1448,1,-4,-1,-5,-3,1
COc1cccc(/C=C/C(=O)c2ccc(C)c([N+](=O)[O-])c2)c1,-1,-15,-4,1648,1.1,8,0,-1,-4,1
COc1cc(/C=N/Nc2cccc(C)c2)ccc1OC(=O)c1cccs1,3,2,0,1357,1,-5,0,-2,-5,1
COc1cccc(NC(=O)CSc2nc(C)cs2)c1,-6,21,6,1612,0.8,8,-3,4,3,1
CCN(CC)C(=O)CC1(c2ccccc2OC)CCOC(C(C)C)C1 (centres undefined),-15,-2,7,1716,1,7,-1,0,1,1
COc1ccc2nc(C)cc(SCC(=O)Nc3c(C)cccc3C)c2c1,-340,10,26*,1994*,0.9,10,-16,-3,-8,1.2
COc1ccc(C2c3[nH]c4ccccc4c3CCN2CCCn2cccn2)c(C)c1C (centres undefined),-8,-19,-1,1627,1.2,0,-5,5,-7,1

# Further compounds follow.
SMILES,TNAP inh no acc,bIAP inh,PPARg SRC2 recr,TR-FRET SRC-2 ct,bIAP activator,PPARg SRC-3 ag,TNAP inh hi DEA,PPARg SRC1 recr,HMGR II inh,TNAP act hi DEA
O=C(Nc1nc(-c2ccc(Cl)s2)cs1)c1ccncc1,11,-5,7,1380,1,-1,0,0,-2,1
O=C(CCNc1ccc(F)cc1)c1cccc([N+](=O)[O-])c1,-2,22,-7,1514,0.8,-1,-4,5,-2,1
C=CCNC(=S)NNC(=O)c1ccc(OCCCC)cc1,-6,8,2,1522,0.9,-9,-2,-3,-4,1
O=C(Nc1ccc(N2CCOCC2)c(Cl)c1)c1ccc2c(c1)OCCO2,-4,-15,7,1653,1.2,-1,-6,4,-1,1.1
CC(=O)N(C)/C=C1\Sc2ccccc2C1=O,-3,7,0,1505,0.9,5,5,5,-6,1
CCOC(=O)CNC(=O)CSc1nnc(-c2ccccc2)n1Cc1ccco1,6,-2,2,1444,1,-7,-4,-3,-4,1
COc1cc(OC)cc(C(=O)NC(=S)Nc2cccnc2)c1,12,2,4,1572,1,6,4,9,1,1
CC(=O)Nc1ccc(/C(C)=N\NC(=O)c2ccc(-c3ccccc3)cc2)cc1,0,-18,2,1509,1.2,-3,-1,4,0,1
CC1(C)OC(C)(C)/C(=C/Nc2ccccc2)C1=O,-6,36,10,1549,0.6,5,-2,2,-1,1
O=C(Nc1nc(-c2ccccn2)cs1)c1cc(Cl)ccc1[N+](=O)[O-],-29,-17,7,1528,1.2,7,-4,2,-3,1
Cc1ccccc1NC(=S)NCCc1ccccn1,-9,4,7,1596,1,2,-1,3,1,1
CC(=O)Nc1ccc(OS(=O)(=O)c2ccccc2C)cc1,-7,14,1,1480,0.9,3,-8,1,1,1.1
Cc1cc(C)n(C(=O)COc2c(C)cccc2C)n1,-13,7,-3,1380,0.9,-6,-6,-1,-3,1.1
O=C(c1ccco1)N1CCN(c2cc(=O)n(C3CCCCC3)c(=O)[nH]2)CC1,-10,-1,1,1460,1,-5,-3,-1,-2,1
COC(=O)CC1C(=O)NCCN1C(=O)OC(C)(C)C (centres undefined),-3,15,-2,1610,0.9,2,-5,-6,-7,1.1
Cc1ccc(S(=O)(=O)N/N=C2\C(=O)C3(C)CCC2C3(C)C)cc1 (centres undefined),-4,-5,5,1594,1.1,5,-6,0,-3,1.1

# Outcome played no part in choosing rows. About 1.6% of those tested had a hit in this group.
